Screening data: PubChem BioAssay, Broad Institute
NSD2 inh: NSD2 histone methyltransferase inhibitors, primary screen, biochemical, AlphaScreen, single concentration, set 2 | Histone-lysine N-methyltransferase NSD2 (Homo sapiens), O96028 | NSD2 peptide methylation, 120 min | inhibition, % at 12.5 µM | 310,000 compounds, 0.54% hits; in the data active means inhibition above about 50%
Target sequence (O96028 whole entry, looked up): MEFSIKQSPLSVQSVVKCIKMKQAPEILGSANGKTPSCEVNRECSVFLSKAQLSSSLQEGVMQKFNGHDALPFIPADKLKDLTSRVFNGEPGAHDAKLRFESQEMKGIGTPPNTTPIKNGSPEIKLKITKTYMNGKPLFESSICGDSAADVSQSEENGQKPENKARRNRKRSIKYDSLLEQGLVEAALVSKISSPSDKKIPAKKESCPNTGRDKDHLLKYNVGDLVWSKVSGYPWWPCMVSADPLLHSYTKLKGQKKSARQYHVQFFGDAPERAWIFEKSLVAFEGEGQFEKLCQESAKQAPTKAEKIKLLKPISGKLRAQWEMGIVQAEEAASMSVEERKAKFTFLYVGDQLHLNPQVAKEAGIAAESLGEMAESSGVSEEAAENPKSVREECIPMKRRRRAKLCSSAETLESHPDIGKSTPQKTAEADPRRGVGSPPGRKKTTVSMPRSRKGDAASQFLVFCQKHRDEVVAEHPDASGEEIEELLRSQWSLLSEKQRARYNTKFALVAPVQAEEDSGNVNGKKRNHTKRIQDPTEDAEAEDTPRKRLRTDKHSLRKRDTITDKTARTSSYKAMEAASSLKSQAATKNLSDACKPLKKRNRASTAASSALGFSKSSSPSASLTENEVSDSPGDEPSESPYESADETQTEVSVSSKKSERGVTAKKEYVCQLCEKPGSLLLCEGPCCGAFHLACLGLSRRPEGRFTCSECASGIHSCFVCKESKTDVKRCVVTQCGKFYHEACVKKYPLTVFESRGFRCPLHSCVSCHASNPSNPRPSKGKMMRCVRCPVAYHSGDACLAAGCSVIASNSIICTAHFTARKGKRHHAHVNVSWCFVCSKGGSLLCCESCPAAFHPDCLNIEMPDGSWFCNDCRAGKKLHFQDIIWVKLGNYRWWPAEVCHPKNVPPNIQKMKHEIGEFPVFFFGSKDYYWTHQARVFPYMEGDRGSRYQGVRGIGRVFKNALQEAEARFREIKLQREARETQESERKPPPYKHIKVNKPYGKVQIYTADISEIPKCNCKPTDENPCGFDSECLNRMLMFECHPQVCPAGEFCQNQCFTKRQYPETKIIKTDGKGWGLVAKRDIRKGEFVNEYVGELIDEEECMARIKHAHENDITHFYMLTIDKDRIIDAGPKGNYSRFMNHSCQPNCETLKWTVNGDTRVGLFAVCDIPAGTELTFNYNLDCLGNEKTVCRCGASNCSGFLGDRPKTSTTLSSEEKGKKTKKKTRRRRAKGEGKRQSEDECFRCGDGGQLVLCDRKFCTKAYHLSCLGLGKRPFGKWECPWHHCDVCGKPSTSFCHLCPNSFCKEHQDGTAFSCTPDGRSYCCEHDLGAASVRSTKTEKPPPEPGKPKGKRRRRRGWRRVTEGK
* marks the source's active call; other numbers are inactive results. The list is partial; the hit share may differ from the screen's.

item	NSD2 inh	Molecule
1	0	COC(=O)CC#C[C@@H](C)[C@H](NS(=O)(=O)c1ccc(C)cc1)C(C)(C)C
2	14	CCc1nc2ccc(C(=O)Nc3cc(-c4ccccc4)ccc3OC)cn2c1N(CC)CCN(C)C
3	-3	N#Cc1ccc(COC(=O)c2ccccn2)cc1
4	2	Cc1cccc(NC(=O)CSc2nc3[nH]ncc3c(=O)n2-c2ccccc2)c1
5	-7	CC(C)(C)c1ccc(-c2nnc(SCC(=O)Nc3ccc(S(=O)(=O)Nc4nccs4)cc3)n2-c2ccc(Cl)cc2)cc1
6	0	CC1=C(C(=O)Nc2ccccc2C(=O)N2CCN(c3ccccc3)CC2)SCCO1
7	2	O=C(CSc1nnc(-c2ccco2)n1-c1ccc(Cl)cc1)Nc1ccccc1-c1ccccc1
8	-1	CCc1nc2ccc(C(=O)N3CCN(C(=O)c4ccco4)CC3)cn2c1N(C)C(=O)c1cccc(OC)c1
9	4	OC(c1ccc(F)cc1)c1nc(-c2ccncc2)cs1 (stereo unspecified)
10	-4	O=C(O)CC1(CC(=O)Nc2ccc(F)cc2F)CCCCC1
11	6	Cc1ccc(NC(=O)Cn2nnc(-c3ccncc3)n2)cc1C
12	0	O=C1C2N=NN(CC(=O)N3N=C(c4ccccc4)CC3c3ccc([N+](=O)[O-])cc3)C2C(=O)N1c1ccccc1 (stereo unspecified)
13	-1	Cc1ccc(C(=O)NCC(=O)OCC(=O)N(CC(C)C)c2c(N)n(Cc3ccccc3)c(=O)[nH]c2=O)s1
14	-6	O=C(Nc1ccc(Cl)cc1)c1csc([C@@H]2O[C@H](CO)[C@H](O)[C@H](O)[C@H]2O)n1
15	3	COCc1[nH]nc2c1C(c1ccc3c(c1)OCO3)N(c1ccc(OC)cc1)C2=O (stereo unspecified)
16	-1	Cc1ccc(OCCC(=O)NNC(=O)c2ccncc2)cc1
17	4	COc1ccc(C2C(C(C)=O)=C(C)N=c3s/c(=C/c4ccc5c(c4)OCO5)c(=O)n32)cc1 (stereo unspecified)
18	0	CCC[C@H]1[C@@H](NC(=O)C2CCC2)CC[C@@]23CCCN2C(=O)CCC[C@@H]13
19	97*	CCOCCCNC(=O)Cn1cc2c(n1)-c1c(oc(C(=O)N3CCCC3)c1C)CC2
20	-2	FC(F)(F)c1nc2nc(Cl)c(Cl)nc2n1CCCN1CCOCC1

New compounds follow:
item	NSD2 inh	Molecule
21	8	CCC(=O)N1CCCC(C(=O)NS(=O)(=O)c2cc(C)c(Cl)cc2C)CC1 (stereo unspecified)
22	5	CCc1nc2c(OCC3COc4ccccc4O3)cccn2c1N(C)C(=O)c1ccccc1F (stereo unspecified)
23	3	CS(=O)(=O)c1ccc(Nc2nc(C(N)c3ccccc3Cl)cs2)cc1 (stereo unspecified)
24	0	CCCCOc1ncnc2c1[nH]c1ccc(C)cc12
25	0	O=C1OC(c2ccccc2)=CC1=Cc1ccccc1O
26	2	Cc1ccc(OCc2nnc(SCC(=O)Nc3ccc(S(N)(=O)=O)cc3)n2-c2ccc(Cl)cc2)cc1
27	0	CC(=O)Nc1ccc(Cl)cc1C(=O)c1ccc[nH]1
28	-1	CC(=O)Nc1cccc(C(=O)NN2C(=O)NC3(CCC(C)CC3)C2=O)c1 (stereo unspecified)
29	-9	CCCn1c(=O)c(C(=O)Nc2ccccc2N)c(O)c2ccccc21
30	-5	COc1ccc(CNc2nn3c(-c4cccc(C(=O)N(C)C)c4)cnc3s2)cc1
31	1	COc1cc(C(O)c2nc(-c3cccs3)cs2)ccc1F (stereo unspecified)
32	-1	CCOC(=O)C1(C(=O)OCC)C(C)CC(=O)N1c1ccccc1OC (stereo unspecified)
33	4	O=C(CCc1c[nH]c2ccccc12)Nc1ccc(Nc2ccncc2)cc1
34	1	CN1C(=O)CN2CCc3ccccc3C2c2cc(Cl)ccc21 (stereo unspecified)
35	-6	O=C(Cn1cc(C(=O)C(=O)N2CCOCC2)c2ccccc21)Nc1cccc(C(F)(F)F)c1
36	45	Cc1ccc2[nH]c3c(NCc4ccccc4)ncnc3c2c1
37	-2	CC1(C(=O)NS(=O)(=O)c2ccc(F)cc2F)CCN1C(=O)Cc1cccc2ccccc12 (stereo unspecified)
38	-1	CC(=O)OC[C@@H]1CN(Cc2ccccc2)C[C@H](n2cnc3c(NC4CCC4)ncnc32)O1
39	9	CCCCC(=O)N(C)c1c(C)nc2ccc(C(=O)N3CCN(c4ccccc4)CC3)cn12
40	1	Brc1ccc(Nc2nc3ccccc3n3nnnc23)cc1

(more compounds)
item	NSD2 inh	Molecule
41	-5	COc1cccc(Nc2nc(C(N)CO)cs2)n1 (stereo unspecified)
42	-3	CN(C)c1ccc(CNCc2cccnc2)cc1
43	0	CCSC1=C(C#N)C(CC(C)C)C2=C(CCCC2=O)N1 (stereo unspecified)
44	0	CCCCc1ccc(S(=O)(=O)NC(=O)C2(C)CCN2C(=O)c2cccc(F)c2)cc1 (stereo unspecified)
45	-1	CC1(C(=O)NS(C)(=O)=O)CCN1C(=O)Cc1ccc(-c2ccccc2)cc1 (stereo unspecified)
46	-3	OC(c1ccc(F)c(F)c1)c1nc(-c2cccs2)cs1 (stereo unspecified)
47	0	CC1CCCN(C(=O)Nc2ccc([N+](=O)[O-])cc2)C1 (stereo unspecified)
48	6	COc1ccc(NC(=O)C2(C)CCN2C2Cc3ccccc3C2)cc1OC (stereo unspecified)
49	-3	C/C(=N\Nc1nc(C(=O)O)cs1)c1ccccc1
50	-1	Cc1ccc(N(CC(=O)N2CCCCCC2)S(C)(=O)=O)cc1
51	8	CCCCNC(=O)c1cn(CC)c2cc(N3CCN(C)CC3)c(F)cc2c1=O
52	-3	O=C(Nc1ccccc1)c1cc(C2CCCCN2S(=O)(=O)Cc2cccc(C(F)(F)F)c2)on1 (stereo unspecified)
53	2	Cc1ccc(C)c(CN2CCC(CNC(=O)C3CCCN(c4ncnc5c4nc4n5CCCCC4)C3)CC2)c1 (stereo unspecified)
54	-3	CN(CC(=O)N1CCc2[nH]c3ccc(F)cc3c2C1)CC1OCCO1
55	-1	CCN(C(=O)CN1C(=O)NC2(CCCC2)C1=O)c1nc2c(C)cccc2s1
56	32	O=C(NC1CCCCN(Cc2ccc(Cl)cc2)C1=O)c1ccccc1 (stereo unspecified)
57	39	COC(=O)C1=C(C)N(Cc2ccccc2)C(=S)NC1c1ccc(Br)cc1 (stereo unspecified)
58	-4	COCCNc1ncnc2c1ncn2[C@H]1CN(Cc2ccc(Cl)cc2)C[C@@H](CO)O1
59	-2	Clc1ccccc1Nc1nc(NCc2ccccc2)nc2ccsc12
60	-10	CC1(C(=O)Nc2ccc3c(c2)OCCO3)CCN1C(=O)Cc1ccc(-c2ccccc2)cc1 (stereo unspecified)

Following part
item	NSD2 inh	Molecule
61	0	CC(C)c1ccc(NC(=O)Nc2nc(C(N)c3ccccc3Cl)cs2)cc1 (stereo unspecified)
62	2	OC[C@@H]1CN(Cc2ccc(Cl)cc2)C[C@H](n2cnc3c(NCc4ccco4)ncnc32)O1
63	-2	CC(=O)NC(c1ccc(F)c(F)c1)c1nc(-c2ccc(C)c(C)c2)cs1 (stereo unspecified)
64	-1	COc1ccc(C(=O)N2CCC2(C)C(=O)O)cc1F (stereo unspecified)
65	-2	COC(=O)Cn1c(=NC(=O)c2nc3ccccc3s2)sc2cc(S(C)(=O)=O)ccc21
66	-1	CCCc1c(C(=O)N/N=C/c2c[nH]c3ccccc23)nnn1-c1nonc1N
67	-1	CCc1ccc(OC2(C)CCN(Cc3ccc4c(c3)OCCO4)C2)cc1 (stereo unspecified)
68	1	CC(=O)NC(c1cccc(F)c1)c1nc(-c2ccoc2)cs1 (stereo unspecified)
69	4	O=C(C[n+]1ccc2ccccc2c1)c1ccc2ccc3ccccc3c2c1
70	2	COc1ccc(OC)c(CNCCNC(=O)c2ccco2)c1
71	2	CCOC(=O)C1(C)CCCN(C(=O)c2ccc(OC(F)F)cc2)C1 (stereo unspecified)
72	-4	O=C(c1cccc(F)c1F)N1CCCC(c2nc(-c3cccs3)no2)C1 (stereo unspecified)
73	-2	O=C(CSc1nnc(-c2ccccc2F)n1-c1ccccc1)c1ccc2ccccc2c1
74	18	CC(C)(C)c1ccc(-c2nnc3n2N=C(c2ccc4ccccc4c2)CS3)cc1
75	22	O=C(CSc1nc2ccccc2nc1N1CCCC1)N1CCN(C(c2ccccc2)c2ccccc2)CC1
76	-2	Cc1csc(-c2cc(C(=O)NCc3cc(C(F)(F)F)cc(C(F)(F)F)c3)n[nH]2)c1
77	4	CC1(C(=O)NS(C)(=O)=O)CCN1C(=O)C/C=C/c1ccccc1 (stereo unspecified)
78	-2	C=CCn1c(O)c(N=Nc2ccccc2C)c2ccccc21
79	-2	N#Cc1cccc(-c2csc(C(O)c3ccc(F)cc3)n2)c1 (stereo unspecified)
80	2	C(=N\NCc1ccccc1)/c1ccc2ncccc2c1

More results:
item	NSD2 inh	Molecule
81	2	Oc1c(C=Nc2cccc3cccnc23)sc2ccccc12
82	10	CCOC(=O)N(C)c1c(CC)nc2c(OCCOc3ccccc3)cccn12
83	1	CNC(=O)C1CN(C(=O)c2cccc(S(=O)(=O)N3CCc4ccccc43)c2)c2ccccc2O1 (stereo unspecified)
84	0	CSc1ccc(CNC(=O)C2(C)CCCN(C(C)C)C2)cc1 (stereo unspecified)
85	0	COc1ccc(NCC(=O)NN=C2CCS(=O)(=O)c3ccc(F)cc32)cc1
86	1	COc1cc(-c2nnc(COC(=O)c3c4c(nc5ccccc35)CCCC4)o2)cc(OC)c1OC
87	-2	CC1CN(S(=O)(=O)c2cccc(C(F)(F)F)c2)CC(C)O1 (stereo unspecified)
88	0	COc1ccc(S(=O)(=O)N2CCOC2CNC(=O)C(=O)NCc2ccc3c(c2)OCO3)cc1C (stereo unspecified)
89	-2	O=C(O)C(Cc1c[nH]c2ccccc12)NS(=O)(=O)c1ccc(F)cc1 (stereo unspecified)
90	-1	CCOCCCn1c(=N)c(C(=O)NCc2ccc3c(c2)OCO3)cc2c(=O)n3ccccc3nc21
91	0	CC(C)Nc1nc(NNc2nc(Cl)nc(NC(C)(C)C)n2)nc(NC(C)C)n1
92	-1	Cc1cc(-c2n[nH]c(=S)n2N=Cc2ccc(OCc3ccccc3)cc2)n[nH]1
93	-2	N#C/C(C(N)=O)=C1/SC=C(c2ccccc2)N1c1ccccc1
94	8	COc1ccc(-c2cnc3c(NC=O)cc(-c4ccccc4OC)cn23)cc1OC
95	-2	Cc1ccc(-n2c(SCc3nc4ccccc4[nH]3)nnc2-c2ccccn2)cc1
96	2	CCOC(=O)N1CCN(C(=O)c2ccc3oc(CCc4ccccc4)nc3c2)CC1
97	1	CC(C)CNc1ncnc2c1ncn2[C@H]1CN(CCc2ccccc2)C[C@@H](CO)O1
98	7	CCN(CC)CCN1CCN(c2cncc(-c3ccc4ccccc4c3)n2)CC1
99	37	COc1cc(OC)cc(C(=O)NCC2CCN(C(=O)C(=O)c3cc4ccccc4o3)CC2)c1
100	-1	O=c1onc(-c2ccccc2)n1-c1cc(Cl)cc(Cl)c1

Values in list order from the list:
NSD2 inh for nos. 86 to 97: 1, -2, 0, -2, -1, 0, -1, -2, 8, -2, 2, 1

Remaining list, next part.
item	NSD2 inh	Molecule
101	-2	Cc1ccc(S(=O)(=O)NC2CC3CCC2C3)cc1 (stereo unspecified)
102	-3	CCCNC(=O)C1(C)CCCN(Cc2cc3ccccc3o2)C1 (stereo unspecified)
103	-3	COCC(C)NC(=O)C1CC(=O)N(CCc2ccc(F)cc2)C1 (stereo unspecified)
104	36	OCCN1CCN(c2ncnc3c2ncn3[C@H]2CN(Cc3ccc4c(c3)OCO4)C[C@@H](CO)O2)CC1
105	-3	CCCNC(=O)C1(C)CCN(Cc2ccc(-c3ccccc3)o2)C1 (stereo unspecified)
106	-1	COc1cccc(CNc2nc3cc(-c4ccccc4C)sc3c(=O)n2C)c1
107	16	OC(c1ccc(Cl)c(F)c1)c1ncc(-c2cccc(C(F)(F)F)c2)[nH]1 (stereo unspecified)
108	5	COc1ccc(CSc2nnc(SCC(=O)Nc3ccc(S(N)(=O)=O)cc3)s2)cc1
109	1	Cc1ccc(C(=O)Nc2cccc(C(=O)O)c2)cc1
110	0	COCCNc1nc(Nc2ccc(C)cc2C)c2sccc2n1
111	-1	O=C(CSc1nc(=O)n(CCN2CCOCC2)c2c1CCCC2)Nc1ccccc1Cl
112	-2	CC(C)(C)c1ccc(NC(=O)c2ccsc2)cc1
113	1	Cc1nc2c(OCc3ccc(Cl)cc3)cccn2c1N(C)C(=O)CCC1CCCC1
114	-1	Cc1ccc(NC(=O)[C@@H](Cc2ccccc2)NC(=O)[C@H]2O[C@@H](n3ccc(=O)[nH]c3=O)[C@H](O)[C@@H]2O)cc1C
115	2	O=C(NC1CCCCC1)N(c1ccccc1)c1nnc(-c2cccc([N+](=O)[O-])c2)s1
116	0	O=C(CSc1ncccn1)NC1CCCC1
117	1	COc1ccc(CCC(=O)O)c(C(CC(=O)O)C(=O)O)c1OS(=O)(=O)c1ccc(C)cc1 (stereo unspecified)
118	1	COc1ccc(C2C3=C(CC(C)(C)CC3=O)Nc3nc(C)nn32)cc1OC (stereo unspecified)
119	-7	COc1ccc(-n2c(SC/C=C/c3ccccc3)nnc2-c2cccs2)cc1

Molecules shown so far with an aryl thioether with sulfur outside any ring (twelve):
item	NSD2 inh	Molecule
4	2	Cc1cccc(NC(=O)CSc2nc3[nH]ncc3c(=O)n2-c2ccccc2)c1
5	-7	CC(C)(C)c1ccc(-c2nnc(SCC(=O)Nc3ccc(S(=O)(=O)Nc4nccs4)cc3)n2-c2ccc(Cl)cc2)cc1
7	2	O=C(CSc1nnc(-c2ccco2)n1-c1ccc(Cl)cc1)Nc1ccccc1-c1ccccc1
26	2	Cc1ccc(OCc2nnc(SCC(=O)Nc3ccc(S(N)(=O)=O)cc3)n2-c2ccc(Cl)cc2)cc1
73	-2	O=C(CSc1nnc(-c2ccccc2F)n1-c1ccccc1)c1ccc2ccccc2c1
75	22	O=C(CSc1nc2ccccc2nc1N1CCCC1)N1CCN(C(c2ccccc2)c2ccccc2)CC1
84	0	CSc1ccc(CNC(=O)C2(C)CCCN(C(C)C)C2)cc1 (stereo unspecified)
95	-2	Cc1ccc(-n2c(SCc3nc4ccccc4[nH]3)nnc2-c2ccccn2)cc1
108	5	COc1ccc(CSc2nnc(SCC(=O)Nc3ccc(S(N)(=O)=O)cc3)s2)cc1
111	-1	O=C(CSc1nc(=O)n(CCN2CCOCC2)c2c1CCCC2)Nc1ccccc1Cl
116	0	O=C(CSc1ncccn1)NC1CCCC1
119	-7	COc1ccc(-n2c(SC/C=C/c3ccccc3)nnc2-c2cccs2)cc1
